IDH1 R132H inh = inhibitors of human mutant IDH1 R132H | IDH1-R132H enzyme, NADPH consumption, diaphorase/resazurin fluorescence | O75874 | Potency, µM (top dose mostly 76.6 µM), without a hit: at the highest dose activity change, negative = inhibition, most hits filed as inhibitors | 0.093% of 390,000 active | AID 602179; also: potency is read from the fitted curve at half-maximal effect; % is scaled to controls: 0 for no effect and ±100 for the full control effect; nearly all actives have a fitted effect of over 65% in size
Target sequence (O75874 whole entry R132H, stated change not applied): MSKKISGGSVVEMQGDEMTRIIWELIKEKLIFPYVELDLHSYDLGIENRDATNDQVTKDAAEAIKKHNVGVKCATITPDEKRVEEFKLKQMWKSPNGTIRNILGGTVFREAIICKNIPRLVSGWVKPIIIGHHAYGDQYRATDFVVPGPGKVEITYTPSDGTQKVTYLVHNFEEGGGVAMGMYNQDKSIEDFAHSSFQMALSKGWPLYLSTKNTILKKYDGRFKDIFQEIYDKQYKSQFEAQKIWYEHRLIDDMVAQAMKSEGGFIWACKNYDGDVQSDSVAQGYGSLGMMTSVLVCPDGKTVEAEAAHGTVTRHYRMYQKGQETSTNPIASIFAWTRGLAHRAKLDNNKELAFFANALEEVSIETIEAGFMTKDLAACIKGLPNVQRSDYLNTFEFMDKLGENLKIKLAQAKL
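IDH1-R132H (0.5 ug/mL dispensed) in pH 7.5 Tris buffer was preincubated 30 min with compound, then given a substrate mix of 0.016 mM NADPH and 2 mM alpha-KG for 80 min at room temperature; remaining NADPH was read by diaphorase/resazurin fluorescence.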
PI4K2A inh = blocks human PI4K2A kinase activity; Q9BTU6; purified PI4K2A, ADP-Glo luminescence, 1 h; stronger effect = lower value; activity change, negative = inhibition, % at 76.9 µM; 0.13% of 420,000 active; AID 1346378; in the data active = activity change below about -50%; inconclusive = mostly about -30% to -49%;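 also: -100% = wells without enzyme as full effect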
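ADP-Glo luminescence measured ADP generated by PI4K2A enzyme (4 ug/mL before mixing) with 1.2 mM PI substrate (pre-mix) and 300 microM ATP (pre-mix). Tris pH7.5 buffer with MgCl2, Triton X-100; 1 h reaction at ambient temperature.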
USP1-UAF1 inh = blocks the human USP1/UAF1 deubiquitinase complex | 0.23% of 390,000 active | recombinant USP1/UAF1, Ub-Rhodamine cleavage fluorescence | O94782 | Potency, µM (doses to about 57.1 µM), without a hit: at the top dose activity change, negative = inhibition, most hits filed as inhibitors; also: potency is read from the fitted curve at half-maximal effect; % is scaled to controls: 0 for no effect and ±100 for the full control effect; nearly all actives have a fitted effect of over 60% in size; inactives centre near -12
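USP1/UAF1 complex (1 nM) preincubated 15 min at room temperature with compound, then Ub-Rho substrate (150 nM final) added. Kinetic fluorescence at 480/540 nm over 6 reads at 60 s intervals; 50 mM HEPES pH 7.8, 0.5 mM EDTA, 0.1 mg/ml BSA, 1 mM TCEP, 0.01% Tween-20.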
RXFP1 ag = activates the human relaxin receptor RXFP1 | 0.3% of 370,000 active | Potency, µM (highest dose often 57.5 µM), without a hit: at the top dose activation, most hits filed as activators | HEK293T-RXFP1 cAMP TR-FRET, 30 min; response scale: percent of porcine relaxin response, buffer zero; also: potency is read from the fitted curve at half-maximal effect; % is scaled to controls: 0 for no effect and ±100 for the full control effect; nearly all actives have a fitted effect of over 60% in size; many of its hits are not listed in these tables
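HEK293T cells stably expressing RXFP1 were pretreated with the PDE4 inhibitor Ro 20174, exposed to compounds for 30 min at 37C, lysed, and cAMP was read by TR-FRET. Data normalized to buffer (basal) and 29 nM porcine relaxin (100%).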
Vif-APOBEC3F blk = Vif-A3F binding inhibition. HeLa A3F-eYFP + Vif (tagged APOBEC3F with the HIV-1 protein that degrades it), YFP fluorescence increase. Potency, µM (series often up to 46.1 µM), for inactives: at the highest dose activity, negative = active. 0.2% of 390,000 active. AID 602313; also: potency is read from the fitted curve at half-maximal effect; % of control where 0% means no effect; nearly all actives have a fitted effect of over 65% in size
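Fluorescence increase (Ex 488/Em 500-530) after overnight compound treatment at 37 deg C flags inhibition of Vif-driven A3F-eYFP loss in stable HeLa A3F-eYFP/Vif cells seeded overnight beforehand.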
Glioma ERSR ind = inducers of ER stress response in human glioma cells; U87-MG GRP78 promoter luciferase reporter, 16 h; Potency, µM, without a hit: at the highest dose activation, actives largely listed as activators; 0.02% of 420,000 active; AID 602332; also: potency is read from the fitted curve at half-maximal effect; series mostly up to about 76 µM; % of control where 0% means no effect; nearly all actives have a fitted effect of over 35% in size
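Stably transfected U87-MG glioma cells carrying a GRP78-based luciferase sensor; 16 h compound incubation. Luminescence end-point read 10 min after Bright-Glo addition at room temperature.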
Vif-A3G inh = inhibitors of Vif-APOBEC3G interaction. Potency, µM (top dose mostly 46.1 µM), without a hit: at the top dose activity, negative = active, usual class: inhibitors. AID 602310. 0.076% of 410,000 active. Q9HC16. HeLa A3G-eYFP + Vif (tagged APOBEC3G with the HIV-1 protein that degrades it), YFP fluorescence, overnight;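 also: potency is read from the fitted curve at half-maximal effect; % is scaled to controls: 0 for no effect and ±100 for the full control effect; nearly all actives have a fitted effect of over 60% in size; hits raise eYFP signal because A3G escapes Vif-driven loss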
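Read-out is eYFP fluorescence (Ex 488/Em 500-530) from Vif-expressing HeLa A3G-eYFP cells; more signal means A3G escaped Vif-mediated degradation. Cells plated overnight, compound pinned in, incubated overnight at 37 deg C.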
LDHA inh = inhibitors of human lactate dehydrogenase A; purified LDHA, NADH/diaphorase-resazurin fluorescence; stronger effect = lower value; AID 1347041; 0.15% of 480,000 active; activity change, % (values are at about 110 or 230 µM); in the data active = activity change below about -30%; inconclusive = mostly about -25% to -30%;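 also: plate controls were DMSO wells for no effect and wells without enzyme for full effect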
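Human LDH5 (2 nM) was incubated with 0.06 mM NADH and 0.2 mM pyruvate for 5 min at room temperature in Tris pH 7.4. Remaining NADH was coupled through diaphorase/resazurin, and resorufin fluorescence was read at 0 and 20 min.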
TrxR1 substrate = rat thioredoxin reductase 1 substrate activity. purified TrxR1 substrate turnover, NADPH consumption readout. Potency, µM (titrated, usually from 114 µM), for inactives: top-dose activity change, negative = substrate turnover. O89049. 0.01% of 390,000 active; also: potency is read from the fitted curve at half-maximal effect; % is scaled to controls: 0 for no effect and ±100 for the full control effect; nearly all actives have a fitted effect of over 50% in size
Target sequence (O89049 whole entry, looked up): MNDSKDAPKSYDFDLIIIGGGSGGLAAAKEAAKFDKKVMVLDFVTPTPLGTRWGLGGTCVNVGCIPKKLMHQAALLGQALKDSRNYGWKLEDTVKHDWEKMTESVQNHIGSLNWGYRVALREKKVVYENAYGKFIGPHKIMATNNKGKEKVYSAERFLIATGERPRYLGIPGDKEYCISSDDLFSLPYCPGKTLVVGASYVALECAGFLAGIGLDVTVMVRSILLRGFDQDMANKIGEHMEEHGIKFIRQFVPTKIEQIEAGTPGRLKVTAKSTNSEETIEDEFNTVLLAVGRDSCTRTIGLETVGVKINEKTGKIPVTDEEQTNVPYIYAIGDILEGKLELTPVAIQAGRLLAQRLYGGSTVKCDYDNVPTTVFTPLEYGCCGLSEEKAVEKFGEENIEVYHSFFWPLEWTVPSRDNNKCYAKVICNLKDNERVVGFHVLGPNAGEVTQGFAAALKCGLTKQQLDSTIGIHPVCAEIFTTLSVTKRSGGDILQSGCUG
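Rat TrxR1, dispensed at 90 nM, was prereduced with 400 uM NADPH (final) for 5 min at ~22 deg C, then incubated with compound 15 min before 400 uM selenite. A first-read NADPH fluorescence drop versus no-compound background flagged substrates.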
* = called active by the depositor; ? = inconclusive; . = no result given; & = joins results of further samples; [ ] = remark or other dose. Unless noted, calls follow the shape of the dose curve; as a rule, active = well fitted curve in the direction sought with a large enough effect; inconclusive = small, poorly fitted or top-dose-only effect, or another doubt; inactive = no such curve, though single readings can be large; an effect the other way counts as inactive or inconclusive. These rows are one share of the data; rates above refer to the full screens.

Compound,IDH1 R132H inh,PI4K2A inh,USP1-UAF1 inh,RXFP1 ag,Vif-APOBEC3F blk,Glioma ERSR ind,Vif-A3G inh,LDHA inh,TrxR1 substrate
Cc1c(Cc2ccccc2)sc(NC(=O)C(C)(C)C)c1C(N)=O,-9.5%,-0.7,1.5%,2.0%,0.4%,-3.1%,-10.2%,5.7,-3.8%
O=C(O)c1ccc2c(c1)ncn2C1CCCCCC1,-0.5%,-1.9,-7.2%,0.5%,-1.3%,-3.3%,3.8%,6.1,1.4%
Cc1ccc(Cc2cc(-c3ccc(C)cc3)n[nH]c2=O)cc1,6.9%,1.5,-15.3%,1.9%,-4.9%,3.1%,-10.8%,-0.7,-17.3%[57.1 µM]
O=C(NN1C(=O)c2ccccc2NC1c1ccc([N+](=O)[O-])o1)c1ccc([N+](=O)[O-])cc1 (centres undefined),0.8%,1.7,-26.7%,2.82µM*,10.6%,?,?,4.1,-3.3%
CC(C)N1CCc2c(sc(NC(=O)c3ccc(S(=O)(=O)N(C)C4CCCCC4)cc3)c2C(N)=O)C1,0.0%,4.0,-17.9%,5.9%,?,-4.0%,?,-19.2,-2.6%[57.1 µM]
O=C(CCn1c(=O)c2ccccc2n(Cc2cccc([N+](=O)[O-])c2)c1=O)N1CCc2ccccc2C1,2.0%,2.3,-2.9%,7.3%,-8.2%,-3.1%,2.2%,-1.8,-10.9%
COc1cccc(-n2c(=O)c3sccc3n(CC(=O)NC3CCCC3)c2=O)c1,-0.8%,2.0,-10.6%,-1.4%,13.1%,-3.6%,0.1%,-4.9,-7.9%
COc1cc(/C=N/NS(=O)(=O)c2ccc(C)c([N+](=O)[O-])c2)cc([N+](=O)[O-])c1O,-10.0%,-5.3,-18.3%,0.2%,2.5%,-9.2%,1.5%,0.7,-14.6%
CC(C)(C)c1ccc(S(=O)(=O)NC(=O)C2(C)CCN2C(=O)CC2CC2)cc1 (centres undefined),.,-8.1,.,.,.,0.6%,5.3%,-6.1,.
COc1cc(OCc2ccccc2)c(CC(=O)O)c([N+](=O)[O-])c1,2.5%,-0.8,-1.5%,.,-0.2%,-2.7%,0.1%,-7.4,.
C=CCNc1nc(C)c(C(C)=O)cc1C#N,3.9%,-0.5,-8.9%,1.6%,0.8%,-1.5%,-3.9%,2.4,-13.4%
O=S(=O)(c1ccc(N2CCC(c3ccc(Cl)cc3)=N2)cc1)N(CCO)CCO,-0.2%,2.7,-14.2%,22.5%,5.4%,-0.9%,0.9%,-0.2,606.2%[activator]
COc1ccc(CCNC(=O)c2ccc3c(c2)CCN3S(=O)(=O)c2ccc(C)cc2)cc1,0.0%,6.7,?,0.3%,1.5%,-0.2%,-0.7%,2.6,-0.5%
CCC(C)Nc1nc(OCC(F)(F)F)nc(OCC(F)(F)F)n1 (centres undefined),0.4%,3.0,-1.1%,-1.1%,-6.6%,-4.1%,0.4%,0.0,-0.2%
CC(=O)Nc1ccc(N2Cc3ccccc3C2)cc1,5.8%,-13.6,-19.3%,-1.4%,-3.9%,-4.6%,0.2%,17.4,18.8%[57.1 µM]
CC12CCC(=O)N1C(C(=O)Nc1ccc(Cl)c(Cl)c1)CS2 (centres undefined),-5.0%,3.2,-19.3%,0.4%,4.8%,17.7%,-0.6%,-4.0,-2.9%[57.1 µM]
COc1ccccc1OCc1ccc(C(=O)NCc2cccnc2)o1,0.0%,3.0,-8.3%,0.2%,.,-4.2%,0.6%,-3.2,1.0%
CCOc1ccc(CNC(=O)Nc2ccc3c(c2)N(C)C(=O)c2ccccc2S3)cc1,-18.4%,-0.7,0.1%,5.2%,3.5%,-4.7%,2.8%,-6.7,-1.8%
O=C(NC1CCCCC1)c1ccc(-c2ccc(Cl)cc2)o1,4.6%,1.3,-15.6%,0.0%,3.2%,12.2%,0.6%,-1.0,21.1%
CCc1ccc2[nH]c(=O)c(CN(CCCO)C(=O)NCc3ccccc3)cc2c1,9.8%,0.9,-21.7%,-2.1%,-5.3%,-3.4%,-2.4%,-1.0,4.5%
COc1cccc(NC(=O)N(Cc2cn(C)c3ccccc23)C2CCCCC2)c1,3.9%,0.3,-4.6%,0.9%,7.4%,-4.5%,-8.8%,-3.2,-6.3%
CCOc1c(C)cc2[nH]c(CCC(=O)O)nc2c1C,4.9%,2.8,7.0%,2.8%,6.3%,7.8%,-0.4%,-7.4,3.1%[57.1 µM]
CCN=C(NCC)SC1CC(=O)N(c2ccc(F)cc2)C1=O (centres undefined),10.3%,-0.9,-8.4%,5.8%,-3.6%,0.6%,-1.0%,-8.0,8.5%[57.1 µM]
C=CCn1c(SCC(=O)Nc2sc3c(c2C#N)CCC(C)C3)nc2cc(C(=O)O)ccc2c1=O (centres undefined),1.3%,9.3,24.3%,.,5.3%,0.4%,1.3%,-1.1,8.9%
CCOC(=O)CCCCCC(=O)Nc1ccc2c(c1)CC(=O)N([C@@H](C)CO)C[C@H](C)[C@@H](CN(C)Cc1ccccc1)O2,-3.4%,-2.1,-29.7%,.,-3.6%,1.8%,1.1%,0.3,7.2%[57.1 µM]
Cc1cc(S(=O)(=O)N2CCN(c3ccc(F)cc3)CC2)ccc1-n1cnnn1,3.1%,-5.5,-9.6%,4.6%,-4.8%,-1.2%,0.2%,1.6,-3.6%[57.1 µM]
O=C(c1cccc(C(F)(F)F)c1)c1c[nH]c(C(=O)NCC2CCCO2)c1 (centres undefined),16.0%,2.1,-3.9%,-1.2%,5.5%,0.9%,-14.1%,-6.9,21.9%[57.1 µM]
COc1ccc(N2CCN(C(c3cccs3)c3nnnn3C3CCCC3)CC2)cc1 (centres undefined),2.1%,4.2,-12.5%,1.8%,1.7%,-1.4%,0.7%,8.0,0.5%
CN(C)CCC(c1ccc(Br)cc1)c1ccccn1 (centres undefined),16.6%&26.3%&-4.6%,-4.1&-1.3&-4.0&0.2,?,-1.1%&5.1%,-4.3%&3.9%&8.2%,-0.8%&-0.1%&-1.2%&-0.2%&-3.6%,3.7%&1.5%&3.4%,0.2&-8.7&-6.1,5.8%
CSCC[C@@H](C(=O)NCCCCCCCCCCC(=O)N1CCNCC1)n1cc(CCO)nn1,7.3%,3.5,-25.9%,-0.9%,5.6%,-3.0%,0.2%,-3.7,4.3%
CCc1cc(C(=O)COc2ccc(F)cc2)c(O)cc1O,10.9%,7.1,-4.3%,-0.9%,7.8%,3.9%,1.0%,0.6,-12.9%
Cc1ccc(-n2c(C)cc(C(=O)CN3C(=O)C(=O)N(C4CCCC4)C3=O)c2C)cc1,-3.0%,1.8,-21.8%,-1.0%,-0.4%,-2.3%,7.6%,-5.5,-4.0%[57.1 µM]
Cc1ccc(/C=C/C(=O)O)cc1S(=O)(=O)N1CCc2ccccc21,1.0%,3.4,-18.9%,-0.9%,-1.7%,-3.4%,-4.7%,-2.7,43.3%[activator]
CN(C)CCCNc1oc(/C=C/c2ccc(F)cc2)nc1C#N,.,0.5,-16.0%,29.8%,.,.,.,-1.9,683.3%[activator]
CC(=O)N1c2ccc(S(=O)(=O)N3CCCC3)cc2CC1C(=O)Nc1cc(C)cc(C)c1 (centres undefined),1.3%,-3.1,-9.0%,-0.7%,5.8%,2.5%,-2.3%,-10.7,19.7%
O=C(O)CNC(=O)c1ccc(NC(=O)/C(=C/c2cccc([N+](=O)[O-])c2)NC(=O)c2ccco2)cc1,6.6%,6.5,-5.6%,2.2%,-0.2%,-5.2%,-10.7%,-3.3,-13.7%
Cc1cc(NCCN2CCOCC2)n2nc(C)c(-c3ccc(Cl)cc3)c2n1,4.9%,1.0,-5.0%,3.9%,-0.9%,-5.9%,-17.0%,-5.5,17.7%[57.1 µM]
CCCCn1c(=NC(=O)c2ccco2)c(C(=O)OCC)cc2c(=O)n3cccc(C)c3nc21,-1.2%,-3.6,-6.5%,-1.7%,-1.1%,-3.7%,6.1%,-2.1,121.8%[activator]
CCc1noc(C)c1C(=O)OCC(=O)NC(=O)c1ccccc1,-8.7%,-0.2,-22.4%,0.7%,1.6%,-5.6%,-0.4%,-3.5,-5.2%
CCCN1CCCC[C@H]1C(=O)Nc1c(C)cccc1C,15.3%,1.0&2.4,-27.7%,.,-0.2%,0.2%&-4.0%,0.8%,-6.9,-3.5%
CCOc1ccc(C(=O)Nc2cnn(Cc3ccc(Cl)c(Cl)c3)c2)cc1,1.6%,1.8,-10.5%,-1.3%,-8.3%,0.9%,-5.0%,-2.6,-1.2%

Some of the entries so far, with values under each structure:
Screens in order – IDH1 R132H inh, PI4K2A inh, USP1-UAF1 inh, RXFP1 ag, Vif-APOBEC3F blk, Glioma ERSR ind, Vif-A3G inh, LDHA inh, TrxR1 substrate
> CC12CCC(=O)N1C(C(=O)Nc1ccc(Cl)c(Cl)c1)CS2 (centres undefined)
 : -5.0%, 3.2, -19.3%, 0.4%, 4.8%, 17.7%, -0.6%, -4.0, -2.9%[57.1 µM]
> COc1ccccc1OCc1ccc(C(=O)NCc2cccnc2)o1
 : 0.0%, 3.0, -8.3%, 0.2%, ., -4.2%, 0.6%, -3.2, 1.0%
